# KCNQ2 block: KCNQ2 potassium channel inhibitors, primary screen, cell-based, CHO-K1, FluxOR thallium flux, B-score (AID 2156); B-score at 10 µM; hit rate 1.1% among 310,000; Potassium voltage-gated channel subfamily KQT member 2 (Rattus norvegicus), O88943; 20 min; stronger effect = lower value;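 active = fluorescence ratio B-score at most minus 3 library SDs, with starting brightness B-score within 2 library SDs, cut at about -5.5 in these data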
# Target sequence (O88943 whole entry, looked up): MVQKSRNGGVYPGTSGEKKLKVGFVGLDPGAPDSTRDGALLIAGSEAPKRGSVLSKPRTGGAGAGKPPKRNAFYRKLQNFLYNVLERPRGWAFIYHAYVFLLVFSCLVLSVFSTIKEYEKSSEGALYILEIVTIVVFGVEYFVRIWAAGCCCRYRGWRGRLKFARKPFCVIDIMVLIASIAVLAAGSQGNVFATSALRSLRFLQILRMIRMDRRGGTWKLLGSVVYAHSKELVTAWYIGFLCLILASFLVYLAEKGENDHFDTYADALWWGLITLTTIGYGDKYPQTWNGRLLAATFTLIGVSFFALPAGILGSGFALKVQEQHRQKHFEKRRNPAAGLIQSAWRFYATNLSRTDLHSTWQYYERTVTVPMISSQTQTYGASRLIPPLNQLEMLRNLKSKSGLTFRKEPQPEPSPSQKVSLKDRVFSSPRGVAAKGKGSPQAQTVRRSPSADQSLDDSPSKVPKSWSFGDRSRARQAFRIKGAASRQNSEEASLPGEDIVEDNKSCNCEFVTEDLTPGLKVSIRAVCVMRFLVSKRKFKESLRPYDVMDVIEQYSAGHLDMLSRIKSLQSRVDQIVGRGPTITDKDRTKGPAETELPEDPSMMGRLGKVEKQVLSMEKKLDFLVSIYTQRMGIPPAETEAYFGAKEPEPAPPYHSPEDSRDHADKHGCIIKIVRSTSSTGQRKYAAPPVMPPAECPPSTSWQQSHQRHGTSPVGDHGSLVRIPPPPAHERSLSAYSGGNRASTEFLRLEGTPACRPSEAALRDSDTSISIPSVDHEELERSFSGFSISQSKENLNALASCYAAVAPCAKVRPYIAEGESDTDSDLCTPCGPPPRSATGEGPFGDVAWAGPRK
# OX1R antag: antagonists of human orexin 1 receptor (OX1R); OX1R-expressing cells, FRET antagonist read-out; inhibition, % at 6.6 µM; hit rate 1.8% among 330,000; in the data active = inhibition mostly above about 38%, no sharp cut-off; inactive = mostly below about 40%;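 also: 0% = agonist challenge alone and 100% = reference antagonist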
# STK33 inh: inhibitors of purified STK33 kinase, primary screen, biochemical, ADP-Glo luminescence, homogeneous, cell-free. Serine/threonine-protein kinase 33 (Homo sapiens), Q9BYT3. MBP phosphorylation. inhibition, % at 10 µM. hit rate 0.073% among 320,000;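 active = inhibition at or above 25%, using the most active replicate where run in duplicate; inactive = inhibition below 25%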
# * hit, by the source's call; i = inactive; . = not tested or not shown.
# Sample of the layout, 13 compounds:
Compound	KCNQ2 block	OX1R antag	STK33 inh
O=C(CCN1C(=O)/C(=C/c2cccs2)SC1=S)N1CCCCC1	i	26	-1.7
Cc1nnc(Nc2ccc(Cl)cc2)n(N)c1=O	i	22	-1.0
O=S(=O)(NC1CCCCC1)c1cccc(-c2nnc(-c3ccccc3)o2)c1	i	14	-1.3
CCSc1nc2ccccc2n1CC(=O)OC	i	11	-1.1
COC(=O)CN1C(=O)C2(C(C#N)=C(N)Oc3n[nH]c(-c4cccs4)c32)c2ccccc21 (stereo not given)	i	17	0.1
CC1(NC(=S)Nc2ccccc2)CCS(=O)(=O)C1 (stereo not given)	i	-1	0.7
Cc1cccc(C2NC(=O)c3ccccc3O2)c1 (stereo not given)	i	7	0.5
Cc1ccc(S(=O)(=O)Nc2ccccc2-c2nc3ccccc3[nH]c2=O)cc1	.	8	-0.5
O=C(Nc1ccccc1)Nc1cccc(Cl)c1Cl	i	33	0.1
COc1ccc(Nc2ccc(Cl)cc2)c(C(=O)O)c1	i	16	0.1
Cc1c(NC(=O)c2cc3nc(-c4ccc(Cl)cc4)cc(C(F)(F)F)n3n2)c(=O)n(-c2ccccc2)n1C	i	28	-0.5
O=S(=O)(c1ccc(Nc2ccc3c(c2)OCO3)nc1)N1CCOCC1	i	2	-0.2
CCc1cc(C(=O)Cc2nc3ccccc3[nH]2)c(O)cc1O	i	30	0.1

# All compounds of this part, previewed entries included:
Compound	KCNQ2 block	OX1R antag	STK33 inh
O=C(CCN1C(=O)/C(=C/c2cccs2)SC1=S)N1CCCCC1	i	26	-1.7
Cc1nnc(Nc2ccc(Cl)cc2)n(N)c1=O	i	22	-1.0
O=S(=O)(NC1CCCCC1)c1cccc(-c2nnc(-c3ccccc3)o2)c1	i	14	-1.3
CCSc1nc2ccccc2n1CC(=O)OC	i	11	-1.1
COC(=O)CN1C(=O)C2(C(C#N)=C(N)Oc3n[nH]c(-c4cccs4)c32)c2ccccc21 (stereo not given)	i	17	0.1
CC1(NC(=S)Nc2ccccc2)CCS(=O)(=O)C1 (stereo not given)	i	-1	0.7
Cc1cccc(C2NC(=O)c3ccccc3O2)c1 (stereo not given)	i	7	0.5
Cc1ccc(S(=O)(=O)Nc2ccccc2-c2nc3ccccc3[nH]c2=O)cc1	.	8	-0.5
O=C(Nc1ccccc1)Nc1cccc(Cl)c1Cl	i	33	0.1
COc1ccc(Nc2ccc(Cl)cc2)c(C(=O)O)c1	i	16	0.1
Cc1c(NC(=O)c2cc3nc(-c4ccc(Cl)cc4)cc(C(F)(F)F)n3n2)c(=O)n(-c2ccccc2)n1C	i	28	-0.5
O=S(=O)(c1ccc(Nc2ccc3c(c2)OCO3)nc1)N1CCOCC1	i	2	-0.2
CCc1cc(C(=O)Cc2nc3ccccc3[nH]2)c(O)cc1O	i	30	0.1
CCCCOC(=O)CSC1=C(C#N)C(c2ccccc2OCC)C(C#N)C(=O)N1 (stereo not given)	i	10	1.2
CCOc1ccc(NC(=O)Nc2cc(C)on2)cc1	i	11	0.5
CCOc1ccc(OCc2cccc(C(=O)N(CC)CC)c2)cc1	i	7	-2.7
Nc1nc(Nc2ccccc2Br)nc(C(F)(F)F)n1	i	12	0.3
Cn1c(-c2ccccc2)cnc1NCc1cc2c(cc1[N+](=O)[O-])OCO2	i	30	-0.4
Clc1cccc(Cc2nn[nH]n2)c1	i	8	2.6
c1ccc(CC(Nc2ccccn2)c2ccccc2)cc1 (stereo not given)	i	21	0.1
CS(=O)(=O)N(CC(=O)N1CCN(Cc2ccccc2)CC1)c1cccc(F)c1	i	8	-0.9
COc1ccc(C2c3[nH]c4ccccc4c3C[C@H]3C(=O)N(CC(C)C)CC(=O)N23)c(OC)c1 (stereo not given in full)	i	2	0.6
CCOC(=O)C1=C(COC(=O)/C=C/c2ccc(OC)c(OC)c2)NC(=O)NC1C (stereo not given)	i	14	0.3
O=C(NCC1CCCN1S(=O)(=O)c1cccs1)c1ccc(F)cc1 (stereo not given)	i	14	-1.8
CN(CCC1CCOCC1)C(=O)CC1C(=O)NCCN1Cc1cccc(F)c1 (stereo not given)	i	23	-0.7
Cc1cc(C(=O)Nc2c(C)nn(Cc3ccccc3)c2C)on1	i	13	-0.8
C=CCOc1ccc(/C=C/C(=O)Nc2ccc(C(=O)NC)cc2)cc1	i	16	-0.4
CC1CCCC(C)N1CCCNC(=O)Cn1ncc2c3ccccc3n(C)c2c1=O (stereo not given)	i	16	0.6
COCCN(C(=O)c1snc(C(N)=O)c1N)C(C(=O)NC1CCCC1)c1cc(OC)c(OC)c(OC)c1 (stereo not given)	i	2	0.4
C=CCN1C=C2C(=O)C(C)(OC(=O)c3cccs3)C(=O)C=C2C=C1CCCC(=O)OC (stereo not given)	i	26	-1.0
Cc1[nH]c2ccccc2c1C(=O)/C=C/c1ccccc1	i	35	0.3
O=C(CSC1=NCCS1)Nc1nc2ccccc2s1	i	18	-0.4
Cc1ccccc1Nc1c(-c2ccccn2)nc2ccccn12	i	16	-3.4
O=C(NCc1ccccc1)NS(=O)(=O)c1ccccc1Cl	i	10	-1.6
O=C(NCCCN1CCCCC1)C1CCN(c2ncnc3c2nc2n3CCCCC2)CC1	i	6	1.5
CSc1ccc(Cl)c(C(=O)NNC(=O)c2cccs2)c1	.	9	4.5
O=C1N[C@@H](Cc2ccccc2)COC(=O)[C@H](Cc2ccc(F)cc2)CC/C=C/C[C@H]1CC(=O)N(CCO)Cc1ccccc1	.	4	-1.1
Cc1ccc(OCCC(=O)Nc2ccc(S(=O)(=O)Nc3nccs3)cc2)cc1	.	-4	0.0
O=C(C1=C(O)C(=O)N(Cc2cccnc2)C1c1cccc(Oc2ccccc2)c1)c1ccco1 (stereo not given)	.	4	-0.6
Cc1ccc(/C=C/C(=O)OC(C)C(=O)Nc2ccc(Cl)cn2)o1 (stereo not given)	i	14	-0.4
COc1ccc2c(c1)Cc1sc(NC(=O)c3cccs3)nc1-2	i	68*	0.9
CC[C@H](C)[C@H](NC(N)=O)C(=O)NCCc1ccc(Cl)cc1Cl	i	2	0.2
CC(c1ccco1)N(C(=O)c1cccc(Br)c1)c1ccccn1 (stereo not given)	i	19	-1.1
CCc1ccc(Nc2nc3ccccc3c(=O)s2)cc1	i	8	0.0
CC[C@]12c3[nH]c4ccccc4c3CCN1C(=O)C(CC(=O)NCCc1ccccn1)C[C@@H]2C(=O)N1CCN(C(=O)c2ccco2)CC1 (stereo not given in full)	.	12	0.8
COc1cccc(N(C(=O)Cn2nnc(-c3ccc(F)cc3)n2)C(C(=O)NCC2CCCO2)c2ccc(Cl)cc2)c1 (stereo not given)	i	6	-0.3
Cn1cc(C(=O)C(=O)NC2CCCCC2)c2ccccc21	i	27	1.6
CCOC(=O)Cc1csc(NC(=O)CSc2nc(-c3ccccc3)c(C#N)c(=O)[nH]2)n1	i	14	0.6
CCOc1ccc(-c2nnc(N3CCCCC3)c3ccccc23)cc1	i	11	-0.2
CC(=O)NCCc1ccc(C(=O)CSc2nnc(C3CC3)n2C2CC2)cc1	.	3	0.0
Cn1c(=O)c2c(nc(N3CCC(C(N)=O)CC3)n2CCSc2nc3ccccc3s2)n(C)c1=O	i	2	-2.5
Cc1cc(N)ccc1-n1nc2ccccc2n1	i	8	-0.3
C=C1CCC[C@]2(C)C[C@H]3OC(=O)C(CN(Cc4ccc(OC)c(OC)c4)CC(C)O)[C@H]3CC12 (stereo not given in full)	i	11	-2.6
CSc1ccccc1NC(=O)C1CCCN(S(C)(=O)=O)C1 (stereo not given)	i	2	-0.9
COc1ccc(CNS(=O)(=O)c2ccc3oc(C(=O)O)c(C)c3c2)cc1	i	14	-1.9
O=C(NCc1cccs1)C1CCCN(C(=O)Nc2ccc(F)cc2)C1 (stereo not given)	i	5	-1.0
COC(=O)c1cnc[nH]1	i	13	-3.2
COC(=O)c1ccccc1COn1c(=O)c[n+]([O-])c2ccccc21	i	85*	0.5
NC(=O)C(c1ncc(C(F)(F)F)cc1Cl)c1c(Cl)cccc1Cl (stereo not given)	i	17	-0.8
Cc1ccc(S(=O)(=O)c2nc(Cc3ccccc3)oc2N2CCOCC2)cc1	.	3	0.5

# Continuation:
Compound	KCNQ2 block	OX1R antag	STK33 inh
CSc1nnc(NC(=O)c2cc3ccccc3oc2=O)s1	i	19	-1.8
O=C(CN1C(=O)C(=O)N(Cc2ccccc2)C1=O)c1ccc[nH]1	.	4	-1.4
Cc1ccccc1NC(=O)CN1C(=O)N/C(=C\c2cccn2-c2cccc(C(=O)O)c2)C1=O	i	14	-2.1
COc1ccc(Cc2nnc(N)s2)cc1OC	i	17	-0.1
COc1ccccc1C(NC(C)=O)c1cc(Cl)c2cccnc2c1O (stereo not given)	i	8	-0.7
CCOc1ccc(Br)cc1C(=O)Nc1ccc(C(=O)NCC(C)C)cc1	i	6	-2.1
Nc1ccc(C#Cc2ccc3c(=O)c4ccccc4oc3c2)cc1	i	24	0.4
CC1CCCC(C)N1C(=O)COC(=O)c1ccccc1O (stereo not given)	.	8	-0.4
CC(=O)c1ccc(Nc2nc(=O)c3cccnc3s2)cc1	i	7	0.2
CCc1c(C)sc(NC(=O)c2noc(C)c2[N+](=O)[O-])c1C#N	i	11	.
CC(=O)c1cccc(NC(=O)C(C)OC(=O)C2=NNC(=O)CC2)c1 (stereo not given)	.	-2	-1.4
Cc1cc2c(cc1S(=O)(=O)N(C)Cc1ccccc1)OCC(=O)N2	i	3	0.4
Cn1cnc2c1c(=O)n(Cc1ccc(Cl)cc1Cl)c(=O)n2C	i	10	0.2
CC(C)(C)C(=O)NC1CCN(S(=O)(=O)c2cccc(C(F)(F)F)c2)CC1	i	18	0.0
COCCNC(=O)CN1C(=O)CSc2cc(S(=O)(=O)N3CCCCCC3)ccc21	i	2	-0.9

# 2 compounds picked at random from the list so far:
Compound	KCNQ2 block	OX1R antag	STK33 inh
COc1ccccc1C(NC(C)=O)c1cc(Cl)c2cccnc2c1O (stereo not given)	i	8	-0.7
Cc1ccc(/C=C/C(=O)OC(C)C(=O)Nc2ccc(Cl)cn2)o1 (stereo not given)	i	14	-0.4

# (more compounds)
Compound	KCNQ2 block	OX1R antag	STK33 inh
N#Cc1c(/N=C/c2ccccc2)oc(-c2ccccc2)c1-c1ccccc1	i	8	-0.8
CN(C)[C@@H](CO)c1nnc([C@H](Cc2ccc(O)cc2)NC(=O)C2CCNCC2)o1	i	19	-0.1
CC(C)CN1CCC(C(=O)NCC2CCCO2)CC1 (stereo not given)	i	19	0.2
N#Cc1c(NC(=O)CCCl)sc2c1CCCCC2	i	14	-0.4
CCOCc1nnc(NC(=O)CSCc2ccccc2)s1	i	8	-1.5
O=C(NCc1ccco1)N1c2ccccc2Sc2ccccc21	i	27	-0.4
COc1ccccc1-c1nc(-c2ccncc2)no1	i	10	-6.0
CCC(C)Sc1cc(-c2nc3ccc(C)cn3c2NCc2ccccc2)ccc1OC (stereo not given)	i	54	-0.1
N=C(N)n1c(N)nc2ccccc2c1=O	i	-4	0.2
Cc1nn(CC(=O)Nc2cccnc2)c(=O)c2ccccc12	i	9	-0.4
O=c1ccccn1Cc1c(Cl)cccc1Cl	i	6	0.2
CCCC1CCc2c(sc(NC(=O)c3cccs3)c2C(N)=O)C1 (stereo not given)	i	13	-4.0
O=C(CCS(=O)(=O)CCN1CCOCC1)NCNC(=O)CCS(=O)(=O)CCN1CCOCC1	i	28	-0.4
Cc1cc2ccccn2c1C(=O)c1ccc([N+](=O)[O-])o1	i	37	-2.3
Cc1ccccc1C(=O)O/N=C(\N)c1ccccc1	i	-5	14
COc1ccc(C)cc1S(=O)(=O)NC1CCCC1	i	5	-3.9
Fc1cccc(Cl)c1CN1CCN(c2nc3ccccc3s2)CC1	i	.	-0.8
Cn1cnc2c1c(=O)[nH]c(=O)n2C	i	4	1.1
Cc1cccc(NC(=O)CCOc2ccccc2)c1	i	9	0.4
Cc1nc2ccccc2nc1N/N=C/c1ccc(O)cc1	i	30	4.0
Cc1cc(C)n2c(nc3ccccc32)c1C(=O)NCc1ccccc1	i	23	-0.3
N#CC1(NC(=O)CN2C(=O)NC(Cc3c[nH]c4ccccc34)C2=O)CCCCC1 (stereo not given)	.	9	-0.2
Cc1cc2cc(C#N)c(N3CCOCC3)nc2cc1Cl	i	-7	0.2
O=C(CCN1CCOCC1)Nc1ccc(F)cc1	i	24	-0.8
O=C(CCC1CCCC1)NNC(=O)c1cc2ccccc2cc1O	i	13	-1.7
Cc1ccc(S(=O)(=O)NCCC(=O)OCC(=O)N(Cc2ccccc2)C(C)(C)C)cc1	i	16	-2.6
CC(C)COP(=O)(OCC(C)C)C(Nc1ccccc1)c1ccccc1 (stereo not given)	i	23	-0.7
CC(OC(=O)c1cccs1)C(=O)NC1CCCCC1C (stereo not given)	.	8	-2.1
O=C(Nc1ccc(Cl)c(Cl)c1)C1CCN(C(=O)c2ccco2)CC1	i	28	0.6
COc1cc(CCN2C(=O)c3cccc4cccc(c34)C2=O)c(S(=O)(=O)N2CCC(C)CC2)cc1OC	-6.7*	13	-1.2
COCCNC(=O)Cn1nc(C)c([N+](=O)[O-])c1C	i	13	-2.0
O=C(O)CCCNS(=O)(=O)c1ccc(Br)s1	i	11	-0.5
Cc1cc(N2CCOCC2)ccc1/C=C1\NC(=O)N(CC(=O)Nc2ccc(F)cc2)C1=O	i	13	-0.7
COc1cc(/C=C(\C#N)C(=O)NCC2CCCO2)ccc1OC(C)C (stereo not given)	i	25	1.8
